Source: PubChem BioAssay (National Center for Advancing Translational Sciences (NCATS))
KB-V1 MDR tox – KB-V1 MDR subline cytotoxicity; KB-V1 MDR cells viability, CellTiter-Glo, 72 h; Potency, µM (doses to about 46.1 µM), inactives show at the top dose activity change, negative = cytotoxicity, hits mostly cytotoxic; 400,000 compounds, 3.4% hits; AID 1347076; also: % is scaled to controls: 0 for no effect and ±100 for the full control effect; nearly all actives have a fitted effect of over 60% in size
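Cytotoxicity via CellTiter-Glo luminescence after 72 h compound exposure at 37 degrees C. Cells: drug-selected KB-V1 line, DMEM phenol-red free plus 10% FBS. Compounds tested at multiple concentrations; normalized data fitted to concentration-effect curves.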
GLP1R ag – agonists of human GLP-1 receptor | P43220 | Potency, µM (titrated, usually from 45.6 µM), without a hit: at the top dose activation, most hits filed as activators | HEK293 GLP-1R CRE-luciferase, luminescence, 4-6 h; cells express a hypersensitive GLP-1R form | 380,000 compounds, 0.007% hits | AID 624172; also: % of control where 0% means no effect
Target sequence (P43220 whole entry, looked up): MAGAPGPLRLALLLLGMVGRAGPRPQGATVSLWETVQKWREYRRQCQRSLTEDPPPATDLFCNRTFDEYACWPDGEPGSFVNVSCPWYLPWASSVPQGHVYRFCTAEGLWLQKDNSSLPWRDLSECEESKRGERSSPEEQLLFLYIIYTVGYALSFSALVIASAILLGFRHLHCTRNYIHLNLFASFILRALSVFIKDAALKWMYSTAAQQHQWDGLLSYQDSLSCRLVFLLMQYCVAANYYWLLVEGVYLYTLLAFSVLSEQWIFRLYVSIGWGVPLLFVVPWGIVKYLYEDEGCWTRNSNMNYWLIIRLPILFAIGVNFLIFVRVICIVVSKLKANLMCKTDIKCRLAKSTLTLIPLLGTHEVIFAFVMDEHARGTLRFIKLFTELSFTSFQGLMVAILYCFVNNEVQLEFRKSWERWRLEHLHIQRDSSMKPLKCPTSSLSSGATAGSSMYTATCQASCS
SW480 rereplic – DNA re-replication induction in SW480 cells. AID 624297. Potency, µM (titrated, usually from 46.1 µM), without a hit: at the highest dose re-replication activation, hits mostly activators. 340,000 compounds, 1.8% hits. SW480 DNA re-replication, Hoechst DNA content imaging, 48 h; also: % of control where 0% means no effect; nearly all actives have a fitted effect of over 55% in size
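SW480 cells exposed to compounds for 48 hr at 37 C, 5% CO2, then Hoechst-stained 40 min. Nuclear DNA content imaged by fluorescence scanning (405 nm excitation, 500-530 nm emission); re-replication scored as increased high-intensity nuclei.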
HT1080 IDH1KD tx – toxicity to HT-1080 IDH1 knockdown cells (counter line); 360,000 compounds, 2% hits; HT-1080 IDH1 knockdown viability, ATP luminescence, 48 h; Potency, µM (top dose mostly 46.1 µM), inactives show at the top dose activity, negative = toxicity, most hits filed as cytotoxic;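 also: 0% = DMSO wells and -100% = cell-free medium wells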
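Knockdown cells (IDH1KD HT-1080) received compounds 2 h after plating at 750 cells/well and were kept 48 h at 37 °C in 5% FBS RPMI. A CellTiter-Glo luminescence read gave % activity for curve fitting.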
HT1080-NT tox – kills 2HG-producing HT-1080-NT fibrosarcoma cells | HT-1080-NT fibrosarcoma viability, CellTiter-Glo ATP luminescence, 48 h | Potency, µM (highest dose often 46.1 µM), inactives show at the highest dose activity, negative = less viability, actives largely listed as cytotoxic | 360,000 compounds, 1.6% hits;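 also: NT is the 2HG producing partner of a matched IDH1 knockdown line; 0% = DMSO-treated cells and -100% = media-only wells without cells; nearly all actives have a fitted effect of over 55% in size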
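750 cells/well, RPMI + 5% FBS; 2 h settle, compound pin-transfer, 48 h at 37 degrees C. CellTiter-Glo 10 min RT, luminescence. Normalized to DMSO and media-only wells.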
KB-3-1 cytotox – kills parental KB-3-1 adenocarcinoma cells; Potency, µM (doses to about 46.1 µM), for the others: top-dose activity change, negative = cytotoxic, most hits filed as cytotoxic; KB-3-1 viability, CellTiter-Glo ATP luminescence, 72 h; 400,000 compounds, 1.4% hits; also: % is scaled to controls: 0 for no effect and ±100 for the full control effect; nearly all actives have a fitted effect of over 60% in size
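Parental KB-3-1 adenocarcinoma cells in phenol-red-free DMEM with 10% FBS were pin-treated with compounds at several concentrations, incubated 72 h at 37 °C, and viability read by CellTiter-Glo luminescence; concentration-effect curves were fitted after normalization.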
TDP-43 yeast inh – inhibitors of TDP-43 toxicity in yeast | TDP-43 expressing yeast growth rescue, BacTiter-Glo, 24 h | Potency, µM (top dose mostly 46.1 µM), inactives show at the highest dose growth rescue (activation), most hits filed as activators | 410,000 compounds, 1.8% hits; also: % of control where 0% means no effect; nearly all actives have a fitted effect of over 50% in size
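Cell-based yeast growth screen: TDP-43 expression induced in galactose, inoculum OD600=0.02 after raffinose pregrowth to mid-log. Read-out BacTiter-Glo luminescence at 24 hr, 30 deg C; inhibition of toxicity seen as signal increase.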
GLP-1R inv ag – acts as inverse agonist at human GLP-1 receptor. P43220. HEK293 GLP-1R CRE-luciferase, luminescence, 24 h; GLP-1R form is constitutively active. Potency, µM (highest dose often 38.3 µM), without a hit: at the highest dose activity change, negative = inhibition, most hits filed as inhibitors. 410,000 compounds, 1.6% hits; also: % is scaled to controls: 0 for no effect and ±100 for the full control effect; nearly all actives have a fitted effect of over 55% in size
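Inverse agonists were sought by their lowering of basal cAMP reporter luciferase output in HEK293 cells stably carrying constitutively active human GLP-1R, after 24 h compound treatment.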
GLP1R cytotox – cytotoxicity in counter-screen for GLP-1R inverse agonists. 410,000 compounds, 0.13% hits. Potency, µM (titrated, usually from 38.3 µM), for the others: top-dose activity change, negative = inhibition, usual class: inhibitors. HEK293 cAMP-luciferase reporter cells, luminescence, 24 h;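 also: loss of luciferase light is scored as toxicity; % is scaled to controls: 0 for no effect and ±100 for the full control effect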
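1536-well qHTS counterscreen of the MLSMR; 200 cells/uL, 12 h pre-incubation, 23 nL cpd, 24 h at 37 deg C 5% CO2, luciferase detection reagent, 12 min RT, luminescence. Inhibition = undesired.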
* hit, by the source's call; ? = inconclusive; . = no result given; & = joins results of further samples; [ ] = dose if it differs, or a comment. Calls follow the shape of the dose curve; as a rule, active = well fitted curve in the direction sought with a large enough effect; inconclusive = small, poorly fitted or top-dose-only effect, or another doubt; inactive = no such curve, though single readings can be large; an effect the other way counts as inactive or inconclusive. Potency is read from the fitted curve at half-maximal effect.

SMILES | KB-V1 MDR tox | GLP1R ag | SW480 rereplic | HT1080 IDH1KD tx | HT1080-NT tox | KB-3-1 cytotox | TDP-43 yeast inh | GLP-1R inv ag | GLP1R cytotox
O=c1[nH]c(=O)n(Cc2ccccc2)c2nc(-c3ccco3)cc(C(F)(F)F)c12 | ? | 15% | 11% | ? | ? | 1% | 1% | 56%[activator] | 20%
CC1C/C(=N\NC(N)=S)c2cc(Cl)ccc2S1 (stereo not given) | -13% | -16% | -2% | -17% | ? | -16% | 8% | ? | 2.2µM*
COc1ccc(C(C)C)cc1S(=O)(=O)N1CCC(C(=O)NCC2CCCO2)CC1 (stereo not given) | 1% | 10% | -1% | -11% | 4% | 15% | -7% | 12% | -1%
O=C(CN(c1ccccc1)S(=O)(=O)c1ccccc1)NCCSc1nc2ccccc2s1 | ? | 7% | 0% | -4% | -5% | -19% | -8% | -22% | 12%
COc1ccc2cc3cc(C(=O)NC(C)C)oc3nc2c1 | 2.3µM* | -6% | -3% | 3% | 9% | 14% | 37% | 0% | 1%
COc1cc(OC)cc(C(=O)NC(=S)NCCc2ccccc2)c1 | -29% | 29% | ? | 35µM* | ? | -7% | 19% | -1% | ?
CCOC(=O)c1ccc(NC(=O)C2=C(C)C(=O)OC23CCN(C(C)=O)CC3)cc1 | 11% | . | . | . | . | 16% | 2% | 3% | 4%
CCCn1c(=S)[nH]c2cc(C(=O)N3CCc4ccccc4C3)ccc2c1=O | -1% | 2% | -1% | 4% | 4% | -18% | 13% | 13% | 0%
CCc1ccccc1NS(=O)(=O)c1ccc(OC)c2ncccc12 | -19%&-15% | -3% | -6% | 0% | -5% | -10%&-1% | -2%&20% | 48%&38%[activator] | -24%&-24%
COc1ccc(CCNC(=O)COC(=O)c2ccccc2NCCO)cc1OC | -1% | 20% | ? | 4% | 3% | 10% | -10% | 2% | -7%
O=C(Cc1cccs1)N/N=C/c1ccccn1 | -10% | 18% | -2% | -4% | -14% | -7% | -17%[1.82 µM] | 17% | -4%
Cc1ccc(NC(=O)CCC(=O)NNC(=O)Cc2ccccc2)cc1C | -7% | -1% | 6% | -6% | 0% | -7% | -22% | 4% | -10%
COC(=O)c1ccc(CN2C(=O)NC3(CCC(C)CC3)C2=O)o1 (stereo not given) | -11% | 0% | -7% | 7%[9.24 µM] | 8% | 6% | 9% | 16% | -8%
CC(C)NS(=O)(=O)c1ccc(NC(=O)C(C)OC(=O)CCC2CCCCC2)cc1 (stereo not given) | 15% | -5% | ? | 7% | 5% | 10% | -7% | -8% | 7%
Cc1ccc(OCCSc2nc3ncnc(N)c3[nH]2)cc1 | 0% | 17% | -86%[inhibitor] | -9% | -10% | -1% | -1% | 69%[activator] | -8%
CCCC(=O)NC(=S)Nc1cccc(Cl)c1N1CCCC1 | -16% | 11% | ? | ? | ? | -3% | 26% | ? | ?
Cc1c(C(=O)OCC(O)=C(C#N)c2nc3ccccc3[nH]2)oc2ccc(Br)cc12 | -9% | 2% | -4% | 3% | 3% | -20% | -15% | 3% | 14%
Cc1nn(C)cc1/C=N/n1nnnc1N | 3% | -3% | -15% | 9% | 1% | -4% | 6% | 0% | 0%
COc1ccc(OCc2cc(C(=O)NC(C)c3csc(C)n3)no2)c(Cl)c1 (stereo not given) | -5% | 8% | -21% | -4% | -3% | 16% | ? | ? | 0%
CCOc1ccccc1C(=O)N(CCC(=O)OC)c1ccccn1 | ? | 1% | 2% | 16% | 14% | 2% | -15% | 4% | -3%
C[C@H](NC(=O)N1CCC(Cc2ccccc2)CC1)C(=O)O | -13% | 0% | 0% | 0% | 3% | 3% | -25% | 2% | 7%
Cc1ccc(NC(=O)C2CCC(CNS(=O)(=O)c3ccc4c(c3)CCCC(=O)N4)CC2)c(C)c1 (stereo not given) | 16% | . | . | . | . | -14% | 15% | -12% | 3%
COc1cc(CNCCSc2nnnn2C)cc(Br)c1OCc1ccc(F)cc1 | ? | 0% | ? | ? | ? | ? | -14% | ? | -3%
COc1cccc(CN(C)C(=O)CN2C(=O)NC(c3ccccc3)(c3ccccc3)C2=O)c1 | -6% | 29% | -24% | -5% | 8%[9.24 µM] | 12% | 10% | 0% | -2%
C=CCN1N=C(/C=C/c2ccc(OC)cc2)CCC1=O | ? | 18% | 3% | 14% | 19% | -1% | -2% | 19% | -14%

Quoted from the listing (nine entries):
SMILES | KB-V1 MDR tox | GLP1R ag | SW480 rereplic | HT1080 IDH1KD tx | HT1080-NT tox | KB-3-1 cytotox | TDP-43 yeast inh | GLP-1R inv ag | GLP1R cytotox
O=c1[nH]c(=O)n(Cc2ccccc2)c2nc(-c3ccco3)cc(C(F)(F)F)c12 | ? | 15% | 11% | ? | ? | 1% | 1% | 56%[activator] | 20%
CC1C/C(=N\NC(N)=S)c2cc(Cl)ccc2S1 (stereo not given) | -13% | -16% | -2% | -17% | ? | -16% | 8% | ? | 2.2µM*
COc1ccc(C(C)C)cc1S(=O)(=O)N1CCC(C(=O)NCC2CCCO2)CC1 (stereo not given) | 1% | 10% | -1% | -11% | 4% | 15% | -7% | 12% | -1%
O=C(CN(c1ccccc1)S(=O)(=O)c1ccccc1)NCCSc1nc2ccccc2s1 | ? | 7% | 0% | -4% | -5% | -19% | -8% | -22% | 12%
COc1ccc2cc3cc(C(=O)NC(C)C)oc3nc2c1 | 2.3µM* | -6% | -3% | 3% | 9% | 14% | 37% | 0% | 1%
COc1cc(OC)cc(C(=O)NC(=S)NCCc2ccccc2)c1 | -29% | 29% | ? | 35µM* | ? | -7% | 19% | -1% | ?
CCOC(=O)c1ccc(NC(=O)C2=C(C)C(=O)OC23CCN(C(C)=O)CC3)cc1 | 11% | . | . | . | . | 16% | 2% | 3% | 4%
CCCn1c(=S)[nH]c2cc(C(=O)N3CCc4ccccc4C3)ccc2c1=O | -1% | 2% | -1% | 4% | 4% | -18% | 13% | 13% | 0%
CCc1ccccc1NS(=O)(=O)c1ccc(OC)c2ncccc12 | -19%&-15% | -3% | -6% | 0% | -5% | -10%&-1% | -2%&20% | 48%&38%[activator] | -24%&-24%

Going on with the list:
SMILES | KB-V1 MDR tox | GLP1R ag | SW480 rereplic | HT1080 IDH1KD tx | HT1080-NT tox | KB-3-1 cytotox | TDP-43 yeast inh | GLP-1R inv ag | GLP1R cytotox
O=C(Oc1ccc2ccccc2c1)c1cncc(Br)c1 | 0% | 10% | -5% | 0% | -3% | 5% | -4% | -2% | 5%
CC(C(=O)NNS(=O)(=O)c1cccc(C(F)(F)F)c1)n1nnc(N2CCOCC2)n1 (stereo not given) | 0% | 2% | -1% | 12% | ? | -1% | -15% | 10% | -3%
Cc1cc(C)c(NC(=O)CSc2cccc[n+]2[O-])c(C)c1 | . | -8% | -3% | 0% | 0% | . | -9% | 7% | -1%
N=c1c(C(=O)NC2CCCCC2)cc2c(=O)n3ccccc3nc2n1Cc1ccco1 | 12% | 15% | 21µM* | 6% | -6% | -16% | -9% | 58%[activator] | 97%[activator]
CS(=O)(=O)N(Cc1ccccc1)c1ccc(C(=O)N2CCOCC2)cc1 | 23% | -1% | 5% | 15% | 12% | -1% | 25% | 0% | 5%
C=CCn1c(O)c(N=NC(=O)CNC(=O)/C=C/c2ccc(OC)cc2)c2ccccc21 | -17% | 25% | -5% | 10% | -1% | 5% | -7% | ? | -1%
O=C(Nc1ccc(S(=O)(=O)Nc2ncccn2)cc1)c1ccc(Br)o1 | 7% | -7% | -4% | 6% | 19% | 1% | -10% | 2% | 3%
CCOc1ccccc1Nc1sc(C(=O)c2ccccc2)c(N)c1C(=O)NCCc1ccccc1 | -10% | . | . | . | . | -6% | -22% | ? | -11%
Clc1ccccc1-c1cc2nc(NCCCn3ccnc3)ccn2n1 | 0% | -4% | . | -4% | -18% | 0% | -12% | 13% | -3%
COc1ccc(C)cc1S(=O)(=O)N(C)CC(=O)NC1CCCCCC1 | -4% | 7% | -11% | 15% | 7% | 5% | -27% | -4% | -2%
CCOc1nc2c(c(-c3cccs3)c1C#N)Cc1ccccc1-2 | 1% | 0% | -15% | 26% | 16% | -2% | -19% | 18% | -24%
COc1ccc(CCNC(=O)CSc2nnc3ccc(-c4ccncc4)nn23)cc1 | 1% | 13% | 2% | 17% | -2% | 2% | -2% | 55%[activator] | -4%
Cc1cc(N2CCOCC2)nc2ccc(NC(=S)N3CCN(c4ccccc4)CC3)cc12 | -9% | 0% | ? | -23% | -10% | ? | 10% | ? | ?
Cc1cc(Cl)ccc1C(=O)C1CCCN(C(=O)c2ccsc2)C1 (stereo not given) | ? | -4% | -6% | 2% | 5% | -19% | 13µM* | -27% | -7%
COc1cc2nc(CC(C)C)n(NC(=O)c3ccccc3)c(=O)c2cc1OC | 7.3µM* | 1% | -4% | 0% | -3% | 9% | 15% | 2% | 8%
Cc1ccc(Cn2cnc3ccccc32)cc1C | 21µM* | 19% | 1% | -30% | -8% | 8.2µM* | 4% | ? | 6%
COc1ccc(N(CC(=O)NCCc2ccc(C)cc2)S(=O)(=O)c2c(C)noc2C)cc1 | -1% | -6% | -4% | 0% | -2% | 1% | 24% | ? | -11%
CCOc1ccc(C(=O)NCc2ccccc2)cc1Br | 18µM* | 4% | 70% | 0% | 2% | 1% | ? | ? | 11%
CSCCC(NC(=O)c1cc([N+](=O)[O-])ccc1Cl)C(=O)O (stereo not given) | -3% | 3% | -2% | -4% | 5% | 11% | 2% | 2% | 17%
Cc1oc2cc(O)ccc2c(=O)c1Oc1ccc2ccccc2c1 | 17% | 0% | -17% | -3% | 9% | 1% | -5% | 4% | 3%
